# OX1R antag-1: blocks the human orexin 1 receptor. OX1R-expressing cells, FRET antagonist read-out. inhibition, % at 6.6 µM. actives 1.8% (n = 330,000). AID 485270; in the data active means inhibition mostly above about 38%, no sharp cut-off; inactive means mostly below about 40%;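 further: 0% = agonist challenge alone and 100% = reference antagonist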
# Target sequence (O43613 whole entry, looked up): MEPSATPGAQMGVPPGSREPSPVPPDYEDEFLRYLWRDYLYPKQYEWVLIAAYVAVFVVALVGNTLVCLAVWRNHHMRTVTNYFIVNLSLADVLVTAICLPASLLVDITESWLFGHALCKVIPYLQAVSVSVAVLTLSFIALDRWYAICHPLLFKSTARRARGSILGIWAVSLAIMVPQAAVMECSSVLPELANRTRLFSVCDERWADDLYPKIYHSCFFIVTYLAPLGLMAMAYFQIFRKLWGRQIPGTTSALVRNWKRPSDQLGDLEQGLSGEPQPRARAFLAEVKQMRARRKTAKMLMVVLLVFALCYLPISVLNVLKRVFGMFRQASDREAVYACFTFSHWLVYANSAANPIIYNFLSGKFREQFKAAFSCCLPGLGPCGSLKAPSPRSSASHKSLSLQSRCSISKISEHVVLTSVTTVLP
# OX1R antag-2: antagonists of human orexin 1 receptor. CHO/OX1R cells, Fluo-8 calcium fluorescence, orexin A. actives 0.43% (n = 330,000). inhibition, % at 5 µM. AID 434989;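 active means inhibition above its plate's threshold, mean inhibition of all tested compounds on the plate plus 3 SD, cut at about 37% in these data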;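 further: 0% = orexin A challenge wells and 100% = SB-334867-A antagonist wells; not every result past the cut was called active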
# STK33 kinase inh: inhibitors of human STK33 kinase. Q9BYT3. purified STK33, MBP phosphorylation, ADP-Glo luminescence. inhibition, % at 10 µM. actives 0.073% (n = 320,000);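 active means inhibition at or above 25%, using the most active replicate where run in duplicate; inactive means inhibition below 25%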
# Target sequence (Q9BYT3 whole entry, looked up): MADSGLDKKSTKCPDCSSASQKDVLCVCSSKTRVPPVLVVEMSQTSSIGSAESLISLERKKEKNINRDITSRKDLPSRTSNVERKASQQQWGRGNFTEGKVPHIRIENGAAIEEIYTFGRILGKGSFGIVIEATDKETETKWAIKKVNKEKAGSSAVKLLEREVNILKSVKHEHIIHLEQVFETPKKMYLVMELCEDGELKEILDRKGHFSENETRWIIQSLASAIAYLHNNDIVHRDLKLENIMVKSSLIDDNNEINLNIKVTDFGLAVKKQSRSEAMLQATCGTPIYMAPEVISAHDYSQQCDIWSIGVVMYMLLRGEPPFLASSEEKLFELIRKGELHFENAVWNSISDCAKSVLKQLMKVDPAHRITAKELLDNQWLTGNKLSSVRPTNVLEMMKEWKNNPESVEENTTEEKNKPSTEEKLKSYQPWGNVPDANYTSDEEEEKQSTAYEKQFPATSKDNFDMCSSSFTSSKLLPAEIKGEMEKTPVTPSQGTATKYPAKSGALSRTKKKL
# Active calls of the source: *; · = no result given.
OX1R antag-1	OX1R antag-2	compound	STK33 kinase inh
42	23	Cc1ccc(OCC(=O)Nc2ccc(C)c(S(=O)(=O)N3CCCCCC3)c2)c([N+](=O)[O-])n1	0.0
-2	-38	Cc1cc(NC(=O)c2noc3c2CCCC3)nn1Cc1ccc(Cl)cc1	-0.5
21	-11	Cc1cccn2c(=O)nc(SCC(=O)N3CC(C)OC(C)C3)nc12 (stereo not drawn)	-0.2
-3	-12	Cc1ccc(N(CC(=O)NC2CCCCC2C)S(=O)(=O)c2c(C)nn(C)c2C)cc1 (stereo not drawn)	0.0
18	-7	CCOc1ccccc1N1CC(C(=O)N2CCc3ccccc32)CC1=O (stereo not drawn)	0.8
48	-38	Cc1ccc2nc(-c3ccc(-c4cccc(Cl)c4)cc3)c(NCc3ccccc3)n2c1	-1.8
2	-43	CCOC(=O)C1=C(C)OC(N)=C(C#N)C1c1cc2c(cc1Br)OCO2 (stereo not drawn)	12
-5	-4	COc1ccc(C2NC(=O)CCC2[N+](=O)[O-])c(OC)c1OC (stereo not drawn)	-0.2
37*	-6	Cc1c(C(=O)Nc2ccncc2)sc2nc(-c3ccccc3)cn12	1.9
2	4	O=C(O)c1ccccc1C(=O)c1cccc2ccccc12	-4.2
8	-25	CCOC(=O)N1CCC(NC(=O)C2CCN(C(=O)N3CCOc4ccccc43)CC2)CC1	2.9
27	6	NS(=O)(=O)c1ccc(CCNC(=O)c2cc([N+](=O)[O-])ccc2N2CCOCC2)cc1	-0.5
34	-21	CCN1C(=O)[C@H]2[C@@H](c3ccc(-c4ccc(F)cc4)c(OC)c3)N[C@@](CC(C)C)(C(=O)OC)[C@H]2C1=O	0.1
23	-18	CCOC(=O)C(C(=O)OCC)C1CS(=O)(=O)CC1C(C(=O)OCC)C(=O)OCC (stereo not drawn)	-1.5
8	-49	CCCCn1c(C2CCCCC2)nc2cc3[nH]c(=O)c(C(C)C)nc3cc21	-0.5
11	-13	C[C@H]1CN(Cc2ccccc2)C(=O)[C@@H]1CC(=O)NCc1ccccc1	-0.3
15	0	CCN=c1sc2ccccc2n1CC(O)COc1ccccc1 (stereo not drawn)	-0.2
-2	-19	COc1ccc(C(=O)NCc2nnc(SCC(=O)Nc3ccccc3OC)o2)cc1	-0.7
2	-6	CCn1c(CCNC(=O)c2ccco2)nc2ccccc21	-0.8
1	-4	Cc1cc(=O)n2[nH]c(SCc3c(F)cccc3Cl)nc2n1	-0.1

# Laid out differently: results already given.
SMILES	OX1R antag-1	OX1R antag-2	STK33 kinase inh
CCn1c(CCNC(=O)c2ccco2)nc2ccccc21	2	-6	-0.8
Cc1ccc2nc(-c3ccc(-c4cccc(Cl)c4)cc3)c(NCc3ccccc3)n2c1	48	-38	-1.8
Cc1cc(=O)n2[nH]c(SCc3c(F)cccc3Cl)nc2n1	1	-4	-0.1
NS(=O)(=O)c1ccc(CCNC(=O)c2cc([N+](=O)[O-])ccc2N2CCOCC2)cc1	27	6	-0.5
Cc1cccn2c(=O)nc(SCC(=O)N3CC(C)OC(C)C3)nc12 (stereo not drawn)	21	-11	-0.2
C[C@H]1CN(Cc2ccccc2)C(=O)[C@@H]1CC(=O)NCc1ccccc1	11	-13	-0.3

# Next part
OX1R antag-1	OX1R antag-2	compound	STK33 kinase inh
-1	0	CCCOc1ccc(C(CC(=O)O)NC(=O)Cc2ccccc2)cc1 (stereo not drawn)	-2.0
-1	-3	Cc1ccc(NC(=S)N2CCC(N(C)CC3CCCO3)CC2)c(C)c1 (stereo not drawn)	0.7
22	-6	O=[N+]([O-])c1ccc(NC(=S)N/C(=N/CS(=O)(=O)c2ccccc2)c2ccccc2)cc1	-0.6
4	1	Cc1cc(=O)oc2cc(OCC(=O)NCCCN3CCOCC3)c(Cl)cc12	0.5
24	-8	O=C1CSC(=Nc2cc(Cl)ccc2Cl)N1	0.2
11	-31	COc1ccccc1OCC(=O)Nc1nonc1NC(=O)COc1ccccc1OC	-3.1
10	-21	Cc1cc(C)c2c(n1)SCC(=O)N2CC(=O)NCCC1=CCCCC1	-0.1
5	2	CCN(CC)CCNC(=O)C(=O)NCC1OCCN1S(=O)(=O)c1ccc(Cl)cc1 (stereo not drawn)	-2.5
5	-22	COC(=O)CNC(=O)c1cn(-c2ccc(C)c(C)c2)c(=O)c2ccccc12	0.2
16	2	Cc1cccc(N2CC(C(=O)Nc3nnc(SCC(=O)Nc4cc(C)on4)s3)CC2=O)c1 (stereo not drawn)	·
15	-22	O=C(NCCCN1CCOCC1)c1cc(-c2ccc(Cl)cc2)on1	-0.4
15	-16	O=C(COc1ccc(S(=O)(=O)N2CCOCC2)cc1)N1CCc2ccccc2C1	0.3
18	-16	CC(=O)N(/N=C/c1ccc([N+](=O)[O-])o1)c1nc2ccccc2c(=O)n1-c1ccccc1	-1.5
15	-15	C/C(CC(=O)Nc1ccc2c(c1)OCO2)=N\NC(=O)c1ccc(N)cc1	-0.3
24	-2	CCSc1nnc(-c2cc3c(s2)-c2ccccc2CC3)o1	-0.1
-2	-19	COC(=O)Cn1c(CN(C)Cc2ccccc2)nc2c1c(=O)n(C)c(=O)n2C	-1.0
6	-18	COc1ccccc1OCCn1c(CO)nc2ccccc21	2.1
13	1	CSCC(C)N1CCC(n2nccc2NC(=O)c2ccc3c(c2)OCO3)CC1 (stereo not drawn)	-1.0
14	-26	CC(C)(C)C(=O)/C=C(N)/C=C/c1ccccc1	-1.5
20	-20	COCCn1c(NC(=S)NC(=O)C2CC2)cc(=O)[nH]c1=O	-2.8
40	12	O=C(Nc1cc(N2CCOCC2)ncn1)Nc1cccc2ccccc12	-2.6
14	-35	CCN(CC)c1ccc(NC(=O)CCN2C(=O)c3ccccc3S2(=O)=O)c(C)c1	-1.9
18	-14	O=C(COC(=O)CNC(=O)c1ccc(Cl)cc1)Nc1cccc(S(=O)(=O)N2CCCC2)c1	0.1
15	-18	CC(=O)c1sc(NC(=O)c2ccc(C)c(C)c2)nc1C	-2.1
5	-15	Brc1ccc(CSc2nnc(-c3ccco3)o2)cc1	-0.1
6	-17	CN1CCN(CC(=O)NC(=O)NC2CCCCC2)CC1	-2.6
21	-17	O=C(NCC1(c2ccccc2)CCCC1)c1cccc(Br)c1	0.9
1	10	Cc1ccc(S(=O)(=O)Nc2nncs2)cc1	-0.6
11	-16	O=C(NCCCn1ccnc1)c1cc2ccccc2o1	-2.0
11	-19	CCN(CC)C(=O)c1cc2c(=O)oc3ccccc3c2s1	0.7
13	-23	CCOC(=O)C(C)n1nc(/C=C/c2ccc(OC)cc2)ccc1=O (stereo not drawn)	-1.0
-9	-9	COC(=O)c1cc(NC(=O)c2c(Cl)nc3sccn23)cc(C(=O)OC)c1	-1.3
-2	-16	COc1ccc(C(=O)NCc2cnn(C)c2)cc1OC1CCN(C(C)C)CC1	-2.6
-4	-43	CCOC(=O)C1CCN(C(=O)c2ccc3c(Cl)c4c(nc3c2)CCCC4)CC1	0.1
3	-9	COc1ccc(NC(C)=O)cc1S(=O)(=O)N1CCN(C(=O)c2ccccc2F)CC1	-1.7
10	-29	NC(=O)CC(NC(=O)Cc1ccc(Cl)cc1)c1ccc(NC2CCCCCCC2)c([N+](=O)[O-])c1 (stereo not drawn)	-0.3
21	-31	N=c1sccn1CC(=O)Nc1ccccc1-c1ccccc1	-1.5
12	-10	CCCc1nc(N)c(C#N)c(-c2ccco2)c1CC	0.3
18	10	O=C(O)c1ccccc1-c1ccc(/C=c2\sc3nc4cc(Br)cnc4n3c2=O)o1	0.2
7	-1	COCCCNC(=S)NNC(=S)Nc1ccccc1	-0.5
10	-23	CCS(=O)(=O)N1Cc2ccccc2CC1C(=O)Nc1ccc(F)c(F)c1F (stereo not drawn)	-0.3
5	-14	CC(C)(C)C(=O)Nc1ccc(S(=O)(=O)N2CCC(c3nc4ccccc4[nH]3)CC2)cc1	-1.3
8	-31	Clc1ccc(CNc2ccccc2NCc2ccc(Cl)nc2)cn1	-2.3
5	-5	CCC1CCCCN1C(=O)Nc1ccc(F)cc1 (stereo not drawn)	2.5
29	-17	CCOC(=O)N1CCC(NC(=O)c2cc(COc3ccccc3SC)on2)CC1	0.5
-1	-14	Cc1cccc(OCCCC(=O)Nc2ccc(N3CCCCC3)cc2)c1C	-3.7
8	22	COc1ccc(C2C(C(C)=O)=C(C)N=c3s/c(=C\c4cc(C)n(C)c4C)c(=O)n32)c(OC)c1 (stereo not drawn)	0.5
31	-4	O=C(Nc1nccs1)c1ccc(Br)s1	-1.7
-1	-14	N#Cc1c(SCC(=O)Nc2ccccc2)nsc1SCC(=O)Nc1ccccc1	-0.3
4	5	CN(CCc1ccccc1)C(=O)c1ccc(NC(=O)Cc2cccc([N+](=O)[O-])c2)cc1	-0.4

# (list continues)
OX1R antag-1	OX1R antag-2	compound	STK33 kinase inh
19	-5	O=C(O)c1cc2c(ccc3ccccc32)[nH]1	0.6
8	-1	COc1cccc2cc(C(=O)N3CC(C)OC(C)C3)c(=O)oc12 (stereo not drawn)	-0.3
15	-24	CCC(NC(=O)C1CCCC1)c1ccc(C)cc1 (stereo not drawn)	-0.9
19	-5	Cc1cccc(Oc2ccc(NC(=O)c3ccccc3C(=O)O)cc2)c1	-0.3
8	-2	O=C(Nc1nnc2n1CCS2)c1ccc(Br)o1	0.9
11	-3	CCOC(=O)c1c(NC(=O)c2ccc(Cl)s2)sc(C)c1C	-1.2
4	0	Cc1ccc(S(=O)(=O)N(C)C)cc1NC(=O)CCc1c[nH]c2ccccc12	-1.4
2	-33	Cc1cc(C)n(-c2ccc(C(=O)NCC(=O)Nc3cc(Cl)ccc3Cl)cc2)n1	-1.1
21	-12	COc1ccccc1NC(=O)C(C)OC(=O)c1nc2nc(C)cc(C)n2n1 (stereo not drawn)	·
64	-24	COc1cc(C=O)ccc1OCCOCCOc1ccc(Cl)cc1	-0.9
1	-18	CC1CCCC(C)N1CC(O)COC1CCC(C(C)(C)C)CC1 (stereo not drawn)	-1.0
7	-9	O=C(Nc1ccc(Cl)cc1)N1N=CCC1c1ccccc1 (stereo not drawn)	5.3
12	-15	CCN1CCN(c2nc(C)c3c(n2)CC(C)CC3=O)CC1 (stereo not drawn)	-1.1
7	6	CN(C)CCNC(NC(=O)c1cccs1)C(Cl)(Cl)Cl (stereo not drawn)	·
0	-7	COC(=O)Cc1[nH]c(=O)[nH]c1C(=O)OC	-1.9
17	-8	CCN(CC(=O)Nc1ccccc1C(F)(F)F)C(=O)c1ccccc1Sc1ccccc1C#N	-0.6
4	-17	CC1Cc2ccccc2N1CC(=O)Nc1ccc(S(=O)(=O)N(C)C)cc1 (stereo not drawn)	-1.0
3	-26	COc1ccc(N2CCN(C3CCCN(Cc4cccc(OC)c4)C3)CC2)cc1 (stereo not drawn)	-1.2
10	2	O=C(O)c1cc(-c2ccc(Cl)s2)nc2ccccc12	1.5
7	7	O=C(NCCOc1ccccc1Cl)C(=O)Nc1ccccc1	-0.7
18	-12	Fc1ccc(/C=N/NC(=S)Nc2cccnc2)cc1	-2.0
19	-37	Cc1ccc(S(=O)(=O)C2(C(=O)N3CCN(c4cc(C)ccc4C)CC3)CC2)cc1	-0.6
9	-31	C=CCC(=O)N1CCCC(CNC(=O)c2ccc(-c3ccccc3)cc2)C1 (stereo not drawn)	-0.6
17	-19	COC(=O)c1ccc(CSCC(=O)Nc2cc(OC)cc(OC)c2)o1	-0.3
17	4	CC1CCN(S(=O)(=O)c2ccc(C(=O)N3CCOCC3)cc2)CC1	-0.8
-4	-11	CN1CCN(S(=O)(=O)c2cccc(C(=O)NCCOc3ccccc3F)c2)CC1	-1.3
25	-29	CSCC(C)N1CCC(Oc2cccc(C(=O)NCc3ccccn3)c2)CC1 (stereo not drawn)	-0.9
6	-13	CC(Sc1nnnn1-c1cccc(F)c1)C(=O)NC1CCCC1 (stereo not drawn)	-0.1
-4	-2	CCOC(=O)C1CCN(Cc2ccc(F)c(F)c2)CC1	0.3
-3	-20	COc1ccc(C(CNC(=O)c2ccc(Cl)c(S(=O)(=O)N3CCCC3)c2)N2CCCC2)cc1 (stereo not drawn)	1.5
10	-22	CCCn1c(NC(=O)CN2C(=O)NC3(CCCC3)C2=O)nc2ccccc21	-0.1
2	-3	COc1ccc([C@H]2CC(=O)C=C(c3ccc(C(F)(F)F)c(C(F)(F)F)c3)C2)cc1OC	1.0
14	-14	CCOC(=O)C(CCCOc1ccc(C)cc1)C(=O)OCC	-1.4
22	-37	COCCN(C(=O)Cc1cccs1)C(C(=O)NCc1ccc(OC)cc1)c1ccccc1 (stereo not drawn)	0.2
0	-9	CCC(C)Sc1nc2ccccc2n1CC(=O)O (stereo not drawn)	-1.5
10	1	O=C(Cn1cnc2ccccc2c1=O)Nc1ccc2c(c1)OCCO2	-0.7
15	-21	CC1CCCC(NC(=O)COC(=O)c2ccc3ccccc3n2)C1C (stereo not drawn)	0.6
21	4	Cc1cccc(/C=N/NC(=O)Cn2nc(C)cc2C)n1	-0.8
11	-12	CC(C)NC(=O)N(C)C[C@H]1Oc2c(NC(=O)c3ccc(-c4nccs4)cc3)cccc2C(=O)N([C@@H](C)CO)C[C@H]1C	-2.2

# Complete entries as entered above:
# O=C(Cn1cnc2ccccc2c1=O)Nc1ccc2c(c1)OCCO2 in the list: OX1R antag-1 = 10; OX1R antag-2 = 1; STK33 kinase inh = -0.7
# Cc1cccc(/C=N/NC(=O)Cn2nc(C)cc2C)n1 in the list: OX1R antag-1 = 21; OX1R antag-2 = 4; STK33 kinase inh = -0.8
# CC(C)NC(=O)N(C)C[C@H]1Oc2c(NC(=O)c3ccc(-c4nccs4)cc3)cccc2C(=O)N([C@@H](C)CO)C[C@H]1C in the list: OX1R antag-1 = 11; OX1R antag-2 = -12; STK33 kinase inh = -2.2

# Source: PubChem BioAssay
